PMI inhibition – human PMI inhibitors, high substrate, primary screen, biochemical, fluorescence intensity, high mannose 6-phosphate (AID 1220); Mannose-6-phosphate isomerase (Homo sapiens); recombinant PMI enzyme, coupled fluorescence intensity; higher % means a stronger effect; inhibition, % at 20 µM, or IC50 in µM where a hit was titrated; 190,000 tested, 0.66% active
Dynein transport – inhibitors of GR-EGFP nuclear translocation, primary screen, dynein cargo transport inhibitor project, imaging, high-content, 3617.4 mouse cells; test concentration mostly 20 µM; stimulated with dexamethasone, 1 µM; stronger effect = lower value; z-score, hits read low; 220,000 tested, 0.47% active;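 active = plate z-score of nuclear minus cytoplasmic receptor signal below a set negative limit, without overly bright fluorescence or cell loss, cut at about -3.5 in these data, passing the limit was not always enough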;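 also: z-score of nuclear minus cytoplasmic ring GR-EGFP intensity difference per well; some compounds called inactive have numbers as strong as hits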
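Buffer or medium: tet-free, stripped-serum medium; Also added: dexamethasone, 1.0 µM final; Technique: high-content fluorescence imaging after fixation; Times: 48 h induction, 1 h compound, 30 min dex at 37 °C; Read-out: per-cell GR-EGFP intensity, nucleus versus surrounding cytoplasmic ring, well-averaged.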
human PMI inhibition – inhibitors of human PMI, primary screen, biochemical, fluorescence intensity, coupled assay (AID 1209). Mannose-6-phosphate isomerase (Homo sapiens). purified PMI enzyme, coupled fluorescence intensity; higher % means a stronger effect. one-dose inhibition, % at 20 µM; IC50 in µM for titrated hits. 190,000 tested, 0.42% active;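 also: plate controls were DMSO vehicle for no effect and wells lacking substrate for full effect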
Siah-1 displacement – Siah-1 peptide-binding antagonists, primary screen, biochemical, fluorescence polarization, rhodamine-plectin, uHTS (AID 1817). displacement, % at 20 µM; hits with a dose series show IC50 in µM. E3 ubiquitin-protein ligase SIAH1 (Homo sapiens). Siah-1 / rhodamine-plectin peptide fluorescence polarization; higher % means a stronger effect. 290,000 tested, 0.02% active;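 active = displacement of at least 50% at 20 µM, with a fluorescence ratio check between 0.3 and a set limit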;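 also: plate controls were Siah plus tracer with DMSO for no effect and tracer alone without Siah for full effect; strong numbers were not always called active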
M1AAP inhibition – P. falciparum M1AAP inhibitors, biochemical, fluorogenic H-Leu-NHMec substrate, 1536-well (AID 1445); Aminopeptidase N (Plasmodium falciparum (isolate 3D7)); recombinant M1AAP, H-Leu-NHMec fluorogenic kinetic assay; higher % means a stronger effect; inhibition, % at 30 µM, or IC50 in µM where a hit was titrated; 220,000 tested, 0.42% active;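 active = primary inhibition above the hit cutoff, then over 50% inhibition at one or more dose response concentrations, cut at about 23% in these data, passing the limit was not always enough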;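 also: plate controls were DMSO full reaction for no effect and no enzyme background for full effect; strong numbers were not always called active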
P. falciparum M17LAP – P. falciparum M17LAP inhibitors, primary screen, biochemical, fluorogenic H-Leu-NHMec substrate, 1536-well (AID 1619). 220,000 tested, 0.38% active. recombinant M17LAP, H-Leu-NHMec fluorogenic kinetic assay; higher % means a stronger effect. one-dose inhibition, % at 30 µM; IC50 in µM for titrated hits. Leucine aminopeptidase (Plasmodium falciparum (isolate 3D7));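 active = compound inhibiting the enzyme by more than half at any dose during confirmatory dose-response retesting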;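 also: plate controls were full reaction with DMSO carrier for no effect and no enzyme background for full effect; strong numbers were not always called active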
AID2073 – inhibitors of Mint1-CaV2.2 protein interaction, biochemical, HTRF (AID 2073); HTRF protein-protein interaction, Mint1-CaV2.2; higher % means a stronger effect; 290,000 tested, 0.19% active; inhibition, % at 20 µM, or IC50 in µM where a hit was titrated; Voltage-dependent N-type calcium channel subunit alpha-1B (Homo sapiens); in the data active = inhibition mostly above about 51%, no sharp cut-off; also: some results filed as inactive read as strong as hits
XIAP displacement – XIAP antagonists, biochemical, IAP family, fluorescence polarization (AID 1018); E3 ubiquitin-protein ligase XIAP (Homo sapiens); XIAP BIR domain, fluorescence polarization peptide displacement; higher % means a stronger effect; one-dose displacement, % at 20 µM; IC50 in µM for titrated hits; 200,000 tested, 0.007% active; in the data active = displacement above about 50%; also: a part of the inactive calls stands beside numbers as strong as those of hits
LYP phosphatase – inhibitors of LYP phosphatase, biochemical, fluorescence intensity, uHTS (AID 1779) | 290,000 tested, 0.054% active | inhibition, % at 11.5 µM, or IC50 in µM where a hit was titrated | recombinant LYP phosphatase, fluorescence intensity; higher % means a stronger effect | Tyrosine-protein phosphatase non-receptor type 22 (Homo sapiens);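 also: plate controls were vehicle with enzyme for no effect and no enzyme for full effect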
Dynein transport cytoplasmic EGFP – second read-out of Dynein transport, no call of its own (marks repeat the call); z-score; measured here: cytoplasmic GR-EGFP intensity; stronger effect = higher value
Dynein transport nuclear GR-EGFP – further read-out of Dynein transport, marked with its call; z-score; measured here: nuclear GR-EGFP intensity;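 lower value marks the stronger effect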
Dynein transport cell count – recorded beside Dynein transport, whose call it bears; z-score; measured here: cell count per field
* marks the source's active call; other numbers are inactive results; nt = no result given. Rule as the data show it, unless noted: active = inhibition above about 50%; inactive = the rest.

SMILES	PMI inhibition	Dynein transport	Dynein transport cytoplasmic EGFP	Dynein transport nuclear GR-EGFP	Dynein transport cell count	human PMI inhibition	Siah-1 displacement	M1AAP inhibition	P. falciparum M17LAP	AID2073	XIAP displacement	LYP phosphatase
S=c1[nH]nc([C@@H]2C[C@H]2c2ccccc2)n1-c1ccccc1Cl	nt	0.86	-0.283	3.92e-05	0.0482	nt	1.4%	-0.1%	-0.9%	-23.3%	nt	-5.5%
COC(=O)C1(CCSC)NC(c2ccc(O)cc2)C2C(=O)N(c3ccc4c(c3)OCCO4)C(=O)C21 (stereo unspecified)	8.4%	-0.0268	-0.234	-0.207	0.293	8.2%	-0.5%	3.7%	-1.8%	-3.7%	1.5%	-7.0%
COc1ccccc1C(=O)N1CCN(c2cccc(Cl)c2)CC1	-6.0%	-0.609	-0.279	-0.344	0.737	-4.6%	-7.1%	4.4%	-9.0%	-11.9%	-2.5%	-6.4%
FC(F)Oc1ccc(-c2csc(Cc3nnc4n3CCCCC4)n2)cc1	-51.3%	1.83	-0.107	-0.114	-0.149	35.6%	3.3%	1.7%	3.2%	0.8%	-8.2%	-3.0%
O=C1CC(C(=O)Nc2ccccc2)S/C(=N\NC(=O)c2ccccc2Cl)N1 (stereo unspecified)	6.9%	-0.0749	-0.271	0.0846	-0.259	5.0%	4.9%	-2.6%	0.9%	2.8%	0.3%	-6.9%
O=C(c1cc(Cl)cc(Cl)c1)N1CCN(c2cc(C(F)(F)F)nc3ccccc23)CC1	nt	1.1	-0.176	0.384	-0.652	nt	2.6%	-0.8%	-7.1%	17.1%	nt	11.5%
CC(=O)c1c(C)[nH]c(C(=O)Nc2ccc(C)c(S(=O)(=O)Nc3ccc(C)cc3C)c2)c1C	nt	-0.532	-0.77	-0.596	0.192	nt	-0.5%	4.7%	10.4%	15.6%	nt	8.5%
COc1ccccc1N/N=C1\COC(C)(C)CC1=O	nt	-0.0543	-0.269	0.0504	-0.203	nt	8.9%	0.8%	-2.8%	-8.9%	nt	-4.0%
N#Cc1c(SCC(=O)O)nc(N2CCOCC2)c2c1CCCC2	nt	-0.0139	-0.229	0.409	0.0661	nt	-0.2%	-2.8%	10.5%	3.9%	nt	-6.6%
S=P(c1ccc(N2CCOCC2)cc1N1CCOCC1)(N1CCOCC1)N1CCOCC1	3.5%	nt	nt	nt	nt	-10.2%	2.2%	nt	nt	-7.5%	-3.4%	6.9%
CCCCCn1ccc(=O)c2c(C(F)(F)F)nccc21	11.0%	-0.891	-0.239	-0.466	0.512	7.5%	0.2%	-4.6%	3.2%	-3.8%	0.9%	-4.7%
COc1cccc(N2C(=O)C(CC(=O)Nc3ccc(F)cc3)N(C3CCCCC3)C2=O)c1 (stereo unspecified)	12.2%	-0.79	-0.206	-0.314	-0.608	14.4%	0.8%	10.5%	0.7%	-4.6%	-4.9%	-6.7%
COc1cccc(C(=O)/C=C/Nc2ccc(S(=O)(=O)Nc3ccc(C(C)=O)cc3)cc2)c1	7.1%	0.668	-0.26	0.513	0.377	17.6%	2.0%	10.6%	8.3%	32.1%	-4.4%	-1.6%
Cc1ccc(CCNC(=O)C2CCN(C(=O)c3sccc3-n3cccc3)CC2)cc1	3.3%	-0.843	-0.246	-0.148	1.98	2.1%	-6.6%	19.0%	7.8%	-2.1%	-5.7%	-10.8%
CSc1ccccc1C(=O)NC1CC2CCC1C2 (stereo unspecified)	9.0%	0.642	-0.225	0.0298	-1.37	6.6%	0.8%	10.6%	4.2%	-1.2%	-2.9%	0.1%
CC(C)CNC(=O)c1cccc(NC(=O)CSc2ccccc2)c1	0.7%	-0.267	-0.241	-0.132	0.241	12.2%	7.1%	10.8%	8.2%	-4.8%	-4.7%	-3.4%
CCCCN=C1NN=C(c2cccc([N+](=O)[O-])c2)CS1	16.8%	0.27	-0.243	-0.198	0.5	14.3%	3.8%	5.4%	5.3%	3.7%	-4.2%	-0.7%
CCOC(=O)COc1ccc(Cl)cc1C1NC(=O)NC(C)=C1C(C)=O (stereo unspecified)	-6.2%	-0.116	-0.252	-0.192	0.436	-6.1%	-4.8%	2.8%	2.6%	2.1%	-9.9%	2.4%
Cc1ccc(C(NC(=O)N2CC(C)OC(C)C2)C(Cl)Cl)cc1F (stereo unspecified)	-56.6%	-0.73	-0.262	-0.656	0.882	-36.7%	2.0%	7.9%	-0.5%	10.4%	-8.6%	-1.9%
O=C(Nc1ccc(N2CCOCC2)cc1)C1CC(O)CN1S(=O)(=O)c1ccc(Cl)cc1 (stereo unspecified)	4.7%	-0.913	-0.318	0.237	0.337	3.5%	-9.1%	3.2%	6.8%	-2.9%	-2.0%	-4.9%
CCOc1nc(SCCOc2ccccc2)nc(N(C)C)n1	2.5%	1.57	-0.169	0.9	-0.187	4.6%	0.9%	1.0%	-6.6%	4.3%	-3.8%	-6.3%
COc1ccc(C2(C)NC(=O)N(CC(=O)NCCC3=CCCCC3)C2=O)cc1OC (stereo unspecified)	2.7%	0.0769	-0.0737	0.121	0.632	7.8%	-0.8%	0.7%	-2.1%	-0.2%	-3.8%	-0.7%
CC(C)CC(=O)Nc1ccc2c(c1)oc1ccccc12	6.7%	-0.0367	-0.118	-0.453	-1.02	5.2%	2.2%	6.4%	5.3%	4.5%	-1.1%	-5.6%
CCCCNC(=O)c1onc(CSc2cccc(OC)c2)c1C(=O)O	13.6%	0.658	-0.218	0.688	0.0516	7.4%	3.5%	4.6%	24.9%	-9.9%	-30.8%	-10.8%
O=C(CCCCCn1c(=S)[nH]c2ccc(N3CCOCC3)cc2c1=O)NCc1ccc2c(c1)OCO2	-10.7%	0.531	-0.12	0.188	0.255	1.3%	3.1%	7.3%	15.8%	48.0%	-4.3%	0.0%

New compounds follow:
SMILES	PMI inhibition	Dynein transport	Dynein transport cytoplasmic EGFP	Dynein transport nuclear GR-EGFP	Dynein transport cell count	human PMI inhibition	Siah-1 displacement	M1AAP inhibition	P. falciparum M17LAP	AID2073	XIAP displacement	LYP phosphatase
O=C(Nc1ccc2c(c1)OCO2)C1CCN(c2ccc(S(=O)(=O)N3CCOCC3)cc2)CC1	6.2%	-1.01	-0.149	-0.0723	0.0456	-7.0%	1.1%	3.9%	11.4%	15.0%	-2.1%	-3.4%
COc1ccc(S(=O)(=O)Nc2ccc(F)c(F)c2)cc1Cl	11.8%	1.85	-0.229	0.921	0.378	17.2%	0.1%	4.8%	2.1%	-0.7%	-11.6%	-0.8%
O=C(O)CCCCCNS(=O)(=O)c1cccc2c1C(=O)c1ccccc1C2=O	31.4%	0.0365	-0.181	-0.0211	-0.585	-21.4%	3.3%	6.3%	24.8%	6.1%	-4.7%	-10.3%
C/C=C/C(=O)OCC(=O)Nc1cc([N+](=O)[O-])ccc1Cl	-3.4%	-0.448	-0.28	0.355	0.657	-4.4%	16.8%	5.3%	5.1%	-1.1%	-2.4%	-4.1%
CC1(C)CC(=O)C(N=Nc2c(Cl)cc(Cl)cc2Cl)=C(O)C1	-8.9%	-0.0973	-0.186	0.0393	-0.127	5.5%	2.0%	1.4%	17.9%	4.3%	-4.4%	5.8%
O=S(=O)(c1cccs1)N1CCN(Cc2nc3ccccc3s2)CC1	8.4%	1.55	0.459	1.85	-2.04	12.4%	3.9%	5.6%	-0.8%	3.6%	-6.3%	-11.5%
COc1ccc(CN2CC(C(=O)NCCN3CCOCC3)CC2=O)cc1 (stereo unspecified)	9.7%	-0.809	-0.204	0.0512	0.0577	9.7%	0.3%	-2.8%	-10.0%	0.2%	-2.3%	-6.4%
COc1ccc(N2CCN(C(=O)CSc3nnc4c(C)cc5ccccc5n34)CC2)cc1	5.4%	0.292	-0.202	0.445	-1.23	12.3%	-9.1%	7.5%	-0.2%	-1.7%	0.5%	-2.1%
CN1CCN(c2nc(C#N)cc(-c3ccccc3)n2)CC1	-6.7%	0.375	-0.0355	0.0897	-1.8	-9.9%	-3.7%	2.6%	-8.7%	5.9%	-5.8%	-9.6%
COc1ccc(C(C)=O)cc1CN1C(=O)NC2(CCCCC2C)C1=O (stereo unspecified)	9.6%	-1.17	-0.0674	-0.34	0.682	6.5%	-1.3%	-4.8%	2.2%	-0.1%	-17.1%	-3.0%
Cc1cc(=O)n2c3ccccc3n(CC(O)CN3CCN(CCO)CC3)c2c1C#N (stereo unspecified)	11.8%	1.95	0.448	2.35	-1.69	11.9%	-5.1%	2.7%	11.2%	6.7%	-8.7%	-2.4%
O=C(c1cccnc1)N1CCN(c2ccc3ccccc3n2)CC1	-3.1%	0.416	-0.28	0.0528	0.435	-0.8%	4.3%	1.5%	-54.8%	-7.3%	-2.3%	3.0%
CCCc1nc(SCc2ccccc2Cl)n[nH]1	-7.3%	0.632	-0.0357	0.581	0.608	-2.0%	3.4%	5.8%	13.7%	-5.2%	-6.9%	-12.8%
FC(F)(Cl)c1nnc2ccc(Sc3ccccn3)nn12	-5.3%	1.59	-0.201	0.837	-0.848	-16.3%	-4.2%	-1.0%	8.7%	8.6%	-6.9%	-0.9%
CSCCC(NC(N)=O)C(=O)Nc1cccc(S(=O)(=O)N2CCOCC2)c1 (stereo unspecified)	-4.6%	-0.612	-0.287	0.0973	0.416	-6.5%	0.8%	1.2%	-1.7%	1.0%	-5.3%	-4.9%
CCOc1cccc(OCCOCCn2cnc3ccccc3c2=O)c1	1.1%	-0.851	0.091	-0.239	1.05	0.2%	1.4%	0.7%	-1.5%	-11.5%	-1.5%	-7.1%
CC(=O)COC(=O)C1CC(=O)N(c2ccc(C)c(C)c2)C1 (stereo unspecified)	-3.8%	-0.322	-0.152	-0.291	0.598	2.7%	1.1%	4.0%	1.0%	8.0%	2.0%	-8.3%
